GPT2 inhibitor – blocks human glutamate pyruvate transaminase 2; Q8TD30; AID 1671188; Potency, µM (top dose mostly 57.7 µM), for the others: top-dose activity change, negative = inhibition, usual class: inhibitors; Recombinant GPT2, coupled pyruvate oxidase/HRP Amplex Red fluorescence; 100,000 tested, 0.25% active; also: potency is read from the fitted curve at half-maximal effect; nearly all actives have a fitted effect of over 60% in size; many of its hits are not listed in these tables
Target sequence (Q8TD30 whole entry, looked up): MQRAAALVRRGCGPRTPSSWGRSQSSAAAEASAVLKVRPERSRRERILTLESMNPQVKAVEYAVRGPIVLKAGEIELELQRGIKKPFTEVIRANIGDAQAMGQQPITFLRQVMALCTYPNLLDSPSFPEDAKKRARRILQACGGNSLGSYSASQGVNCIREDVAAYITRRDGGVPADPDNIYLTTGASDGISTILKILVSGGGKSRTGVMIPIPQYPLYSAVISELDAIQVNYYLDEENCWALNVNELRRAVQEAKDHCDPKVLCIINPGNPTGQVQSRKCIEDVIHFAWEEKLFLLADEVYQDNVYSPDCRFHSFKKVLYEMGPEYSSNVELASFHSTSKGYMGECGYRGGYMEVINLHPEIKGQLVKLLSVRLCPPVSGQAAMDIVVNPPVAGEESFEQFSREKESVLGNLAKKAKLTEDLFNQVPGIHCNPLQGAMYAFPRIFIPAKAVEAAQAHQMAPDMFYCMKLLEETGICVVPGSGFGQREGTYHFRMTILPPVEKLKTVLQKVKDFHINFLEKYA
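Fluorescence of coupled pyruvate oxidase/HRP/Amplex Red system (50uM Amplex, 30 min, dark) reports pyruvate formed by GPT2. Enzyme reaction: 10ng/uL GPT2, 2mM L-alanine, 250uM a-KG, 30 min room temperature, pH 7.5; 50uM AOA control.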
3T3 cytotox – cytotoxic compounds in NIH 3T3 cells. NIH 3T3 viability, CellTiter-Glo ATP luminescence, 48-72 h. Potency, µM (series often up to 96.7 µM), inactives show top-dose activity change, negative = cytotoxicity, hits mostly inhibitors. 94,000 tested, 4.3% active. AID 1345082; also: potency is read from the fitted curve at half-maximal effect; nearly all actives have a fitted effect of over 55% in size
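Cytotoxicity is measured as loss of cellular ATP: NIH 3T3 cells (400/well) are exposed to compound for 48 or 72 hr at 37 °C, then CellTiter-Glo luminescence is imaged after 10 min at room temperature.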
IP6K1 inh – blocks human inositol hexakisphosphate kinase 1; Q92551; IP6K1 kinase, ADP-Glo luminescence, 2 h; active compounds read low; activity change, % (series mostly up to about 58 µM); 140,000 tested, 0.81% active; in the data active = activity change below about -25%
Target sequence (Q92551 whole entry, looked up): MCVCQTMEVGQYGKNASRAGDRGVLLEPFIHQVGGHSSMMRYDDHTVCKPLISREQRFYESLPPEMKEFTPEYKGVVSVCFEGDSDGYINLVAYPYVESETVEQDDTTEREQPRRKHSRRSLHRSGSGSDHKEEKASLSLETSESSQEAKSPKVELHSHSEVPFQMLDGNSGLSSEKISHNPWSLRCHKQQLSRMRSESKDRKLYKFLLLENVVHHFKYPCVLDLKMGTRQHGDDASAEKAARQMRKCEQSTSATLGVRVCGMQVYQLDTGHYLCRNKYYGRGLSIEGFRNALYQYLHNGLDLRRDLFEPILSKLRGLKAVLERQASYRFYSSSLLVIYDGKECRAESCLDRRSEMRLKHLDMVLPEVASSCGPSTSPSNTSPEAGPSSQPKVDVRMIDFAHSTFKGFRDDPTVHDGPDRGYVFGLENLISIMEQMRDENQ
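ADP-Glo luminescence measures ADP made by human IP6K1 during a 2 h RT reaction with ATP/IP6 (mix at 1.3 mM/130 uM); top library doses 57.5 and 19.1 uM final.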
FLuc inh – inhibitors of firefly (Photinus pyralis) luciferase | P08659 | purified P. pyralis luciferase, luminescence, biochemical | Potency, µM (highest dose often 115 µM), inactives show at the highest dose activity change, negative = inhibition, most hits filed as inhibitors | 76,000 tested, 2.5% active; also: potency is read from the fitted curve at half-maximal effect; nearly all actives have a fitted effect of over 65% in size
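Luminescence read by CCD imager after adding enzyme (10nM final) to wells holding compound, titrated in qHTS. Substrates 10uM each D-luciferin and ATP; buffer 50mM Tris acetate pH 7.5, 10mM Mg acetate, Tween-20, BSA.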
HEK293 viab – reduces viability of HEK-293 SNCA reporter cells | Potency, µM (top dose mostly 57.1 µM), inactives show top-dose activity change, negative = cytotoxicity, usual class: cytotoxic | 150,000 tested, 0.12% active | AID 1671193 | HEK-293-SNCA-luc viability, GF-AFC fluorescence, 24 h;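 also: potency is read from the fitted curve at half-maximal effect; 0% = DMSO-treated cells and -100% = medium-only wells without cells; nearly all actives have a fitted effect of over 30% in size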
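HEK-293-SNCA-luc cells (1500/well) plated 24 h, then exposed 24 h to a dilution series; GF-AFC added 30 min at 37C, fluorescence 405/540 nm; normalised to medium-only and DMSO wells, Hill fit.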
SNCA expr inhib – reduces expression of the alpha-synuclein gene; HEK-293 SNCA-luciferase knock-in, luminescence, 24 h; Potency, µM (doses to about 57.2 µM), for inactives: at the top dose activity change, negative = inhibition, actives largely listed as inhibitors; 140,000 tested, 0.17% active; AID 1671194;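 also: potency is read from the fitted curve at half-maximal effect; plate controls were DMSO cells for no effect and cell-free wells for full effect; nearly all actives have a fitted effect of over 45% in size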
HEK293 tox – HEK 293 cell cytotoxicity | HEK 293 viability, ATP luminescence (CellTiter-Glo), 48-72 h | Potency, µM (doses to about 115 µM), inactives show at the highest dose activity change, negative = cytotoxicity, usual class: inhibitors | 94,000 tested, 6.6% active | AID 1345083; also: potency is read from the fitted curve at half-maximal effect; nearly all actives have a fitted effect of over 60% in size
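Cytotoxicity was scored by loss of ATP-coupled luminescence (CellTiter-Glo) in HEK 293 cells. Compound treatment ran 48 or 72 hr at 37 degree Celsius, 5% CO2, 95% humidity.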
* = called active by the depositor; i = inactive; u = inconclusive; x = no result given; & = joins results of further samples; [ ] = dose if it differs, or a comment. Unless noted, calls follow the shape of the dose curve; as a rule, active = well fitted curve in the direction sought with a large enough effect; inconclusive = small, poorly fitted or top-dose-only effect, or another doubt; inactive = no such curve, though single readings can be large; an effect the other way counts as inactive or inconclusive. Unless noted, % is scaled to controls: 0 for no effect and ±100 for the full control effect. Some of the compounds tested, so the mix of outcomes need not match the whole.

#	Structure	GPT2 inhibitor	3T3 cytotox	IP6K1 inh	FLuc inh	HEK293 viab	SNCA expr inhib	HEK293 tox
1	COc1cccc(CNC(=O)c2cc(-c3ccncc3)cn2C)c1OC	u	u	-2	0%	3%	-25%	u
2	COc1cc(/C=C/C(=O)OC(C)(C)C(OC2OC(CO)C(O)C(O)C2O)C(=O)OCc2ccc(OC3OC(CO)C(O)C(O)C3O)cc2)ccc1O (stereo not drawn)	i	x	1	x	-3%[23.9 µM]	x	x
3	COC(=O)CNC(=O)C1CCN(S(=O)(=O)c2cccc3nsnc23)CC1	x	x	39	x	13%	5%	x
4	Cc1c(C#N)c2ccccc2n1CC(=O)NC1CCOC2(CCOCC2)C1 (stereo not drawn)	-7%	-1%	12	1%	4%	u	-12%
5	CCc1ccccc1NC(=O)N1C[C@@H](F)C[C@H]1C(=O)N1CCc2ccccc2C1	-7%	2%	1	0%	5%	-3%	-1%
6	Cc1ccc(CNC(=O)C2CCN(C(=O)c3nnn4c3COC(c3ccc(C)cc3)C4)CC2)cc1 (stereo not drawn)	4%	2%	0	-16%	-3%	5%	1%
7	Cc1cccc(CN2CCCC3(CCN(c4cc(C)c5ccccc5n4)C3)C2=O)c1 (stereo not drawn)	-10%	u	15	-1%	-22%	-5%	35µM*
8	COc1ccccc1C(=O)N1CCC(n2cc(-c3nc(-c4ccccc4)no3)nn2)CC1	i	1%	1	-4%	-5%	83%[activator]	-5%
9	O=C(Nc1cc(F)cc(F)c1)c1cnc(-c2ccc(F)cc2)nc1-c1ccncc1	-4%	20µM*	1	u	u	-12%	22µM*
10	CCCCc1ccc(NC(=O)CN2C(=O)NC(c3ccccc3OCC)C3=C2COC3=O)cc1 (stereo not drawn)	i	32µM*	-6	-4%	-15%	u	32µM*
11	O=C(NCCC1CCN(C(=O)Nc2ccccc2)CC1)c1ccccc1F	u	-7%	-9	-13%	-1%	28%	15%
12	O=C(Cn1cc(S(=O)(=O)Cc2ccc(F)cc2)c2ccccc21)NCCc1ccccc1	x	x	2	x	-23%	26%	x
13	CCCN(C)C(=O)c1csc(N2CCN(c3cccc(Cl)c3)CC2)n1	u	u	-18	-2%	-10%	-23%	32µM*
14	O=C(c1ccc(F)cc1)N1CCCC(C(=O)N2CCC(N3CCOC3=O)CC2)C1 (stereo not drawn)	0%	1%	-2	x	3%	32%[activator]	i
15	CCN1c2cc(C(=O)Nc3cccc(C(=O)OC)c3)ccc2C(=O)N2CCCCCC21 (stereo not drawn)	i	18µM*	-2	-30%	6%[12.5 µM]	-7%	u
16	CC(C(=O)NCc1ccccc1Cl)n1ccc2cc(S(=O)(=O)N3CCCCC3)ccc21 (stereo not drawn)	x	x	37	x	-4%	-27%	x
17	Cc1ccccc1S(=O)(=O)N1CCCC(CCC(=O)NCCN(C)C2CCCCC2)C1 (stereo not drawn)	i	u	6	2%	-9%	-14%	u
18	O=C1Nc2ccccc2C2(CCN(S(=O)(=O)c3cccc(C(F)(F)F)c3)C2)O1 (stereo not drawn)	i	u	11	-2%	1%	-7%	u
19	CN1C(=O)CCC2(CNC(=O)C3CCCC3)CCCC=C12 (stereo not drawn)	i	-9%	8	-1%	3%	31%[activator]	0%
20	COc1cccc(-c2ccc(C(=O)NCCN[S+](=O)([O-])c3cccs3)cc2)c1	x	u	-5	x	x	x	u
21	CCOCC(=O)N1C[C@@H]2CCCN3CCC[C@@H]([C@H]23)[C@H]1CCCC(=O)NC	i	i	6	4%	-15%	-19%	5%
22	CCc1nc(NCCc2cc(OC)cc(OC)c2)c2cnn(C)c2n1	2%	u	7	-3%	-1%	-9%	u
23	CCN1c2cc(C(=O)N3CCCCC3)ccc2C(=O)N2CCCCCC21 (stereo not drawn)	i	-5%	38	0%	23%[12.5 µM]	1%	u
24	CCn1cc(C(=O)N2CCN(c3ccccc3F)CC2)c(=O)c2cc(S(=O)(=O)N(C)C3CCCCC3)ccc21	x	x	-10	x	14%	-6%	x
25	CC(=O)N1CC[C@H](c2nc3ccc(C#N)cc3[nH]2)C1	i	1%[230 µM]	-2	-2%[230 µM]	0%[87.6 µM]	-11%[87.6 µM]	i
26	O=C(NCc1ccco1)c1ccc2c(c1)N(C(=O)c1ccc(F)cc1)CC2	-17%	u	-5	-8%	-1%	1%	u
27	Cc1nn(-c2ccccc2)c2c1C(C1CC1)N(CC1CN(C(=O)C3CC3)C1)C2=O (stereo not drawn)	x	10µM*	17	x	x	x	u
28	CCN1c2cc(C(=O)Nc3ccc(Cl)c(Cl)c3)ccc2C(=O)N2CCCCCC21 (stereo not drawn)	i	45µM*	-6	-7%	-2%[12.5 µM]	u	u
29	CN1CCCC(c2nc(CCOCC3CCCC3)no2)C1 (stereo not drawn)	i	-9%	8	x	3%	5%	-17%
30	O=C(NC1CCCN(c2ccc3nnc(C4CC4)n3n2)C1)c1ccc(F)cc1 (stereo not drawn)	x	-18%	3	x	x	x	u
31	Cc1noc(C)c1S(=O)(=O)N1CCC(C(=O)N2CCN(c3ccccc3)CC2)CC1	x	x	-21	x	1%	-16%	x
32	CC(=O)N1CCN(c2cc(-c3noc([C@@H]4CCCN4Cc4ccc(N(C)C)cc4)n3)ccn2)CC1	-2%	-30%	10	-22%	-5%	-11%	18µM*
33	O=C(NCc1ccc(F)cc1)C1CCN(C(=O)c2ccc(-c3cccs3)cc2)CC1	x	u	-9	x	x	x	u
34	COCCn1c(=O)c(C(=O)N2CCN(C(=O)Nc3ccc(Cl)cc3)CC2)nc2cccnc21	i	-18%	-13	x	11%	-4%	-4%
35	CCN(CC)C(=O)[C@@H]1CCC[C@@H](NC2CCOCC2)CN(C)C(=O)C1	-3%[88.5 µM]	2%[138 µM]	5	11%[172 µM]	6%[87.6 µM]	-30%[87.6 µM]	5%[172 µM]
36	COc1ccc(OC)c(NC(=O)N2c3ccccc3Sc3ccccc32)c1	x	x	21	x	-1%	-26%	x
37	CCCOc1ccc(-c2nc3ccccc3c(=O)o2)cc1	x	x	8	x	-6%	28%	x
38	Cc1noc([C@H]2CCN(Cc3scnc3C)C[C@H]2NC(=O)C2CC2)n1	i	u	32	-8%	-3%	4%	-5%
39	CCOC(=O)c1c(NC(=O)c2ccc(S(=O)(=O)N(C)C3CCCCC3)cc2)sc2c1CCN(C(C)C)C2	x	x	0	x	3%	-10%	x
40	CN1[C@H](CO)C[C@H](CNC(=O)c2cn(CCN)nn2)[C@@H]1c1ccccc1F	i	4%	10	-6%	2%	-13%	3%
41	CCc1cccc(CC)c1N(COC)C(=O)Cn1c(CC)nc2ccccc21	x	x	-3	x	-14%	133%[activator]	x
42	COc1ccc(C(C)=O)cc1CSc1nc(NCc2ccc(Cl)cc2)c2ccccc2n1	x	x	38	x	16%	-6%	x
43	Cc1cccc(/C=C/c2ccccc2)n1	-3%	x	x	x	-2%	113%[activator]	x
44	Cc1ccc(CN[C@@H]2CO[C@H](CNC(=O)Nc3ccccc3)[C@H]2O)cc1	i	0%[138 µM]	16	1%[172 µM]	-2%[87.6 µM]	-5%[87.6 µM]	-7%[172 µM]
45	CCc1noc([C@@H]2CC(F)(F)CN2C(=O)c2cocn2)n1	-2%	i	-4	0%	2%	-1%	-1%
46	O=C(O)[C@@H]1CN(Cc2ccccc2)C[C@@H]1C(=O)N1CCc2ccccc21	u	-1%	2	-15%	2%	21%	i
47	CCS(=O)(=O)N1CCc2cc(C(=O)NCc3ccc(OC)cc3)ccc21	x	x	19	x	-14%	60%[activator]	x
48	Cc1noc2ccc(-c3ccccc3Oc3ccccc3)nc12	i	u	-4	10%[172 µM]	9%[87.6 µM]	-13%[87.6 µM]	u
49	CCOC(=O)CCn1cnc2onc(-c3cc(OC)ccc3Cl)c2c1=O	x	x	-7	x	1%	0%	x
50	COc1ccc(C(=O)N[C@@H]2CCC[C@@H]2C(=O)NCc2cccc(F)c2)cn1	3%	-9%	20	4%	-21%	-12%	1%
51	CC(=O)N1CCC(NC[C@H]2COCc3nc4cc(C)ccc4n32)CC1	i	-3%[138 µM]	2	-5%[172 µM]	-2%[87.6 µM]	-28%[87.6 µM]	-4%[172 µM]
52	O=C1NCCCC12CCN(Cc1cccc(C(F)(F)F)c1F)C2 (stereo not drawn)	i	-15%	3	8%	5%	12%	-21%
53	COCC(=O)N1CC[C@H](c2nnc(C(C)(C)C)o2)C1	i	i	26	-2%[230 µM]	1%[87.6 µM]	4%[87.6 µM]	-1%[230 µM]
54	Cc1cc(C)n(CCNC(=O)c2cn(CCN3CCNCC3)nn2)c(=O)n1	i	i	17	-15%	5%	-18%	-3%
55	O=C(O)c1cc(C[C@H]2CNCC[C@H]2CC(=O)N2CCCCC2)no1	-13%[88.5 µM]	-1%[174 µM]	6	0%[172 µM]	-4%[87.6 µM]	-4%[87.6 µM]	0%[172 µM]
56	COc1ccccc1CN1C(=O)O[C@@H]2CN(C(=O)NC3CCCCC3)C[C@@H]21	i	-25%	5	12%	-9%	5%	-30%

Grouped by structure: the entries above with a COOH group.
#	Structure	GPT2 inhibitor	3T3 cytotox	IP6K1 inh	FLuc inh	HEK293 viab	SNCA expr inhib	HEK293 tox
46	O=C(O)[C@@H]1CN(Cc2ccccc2)C[C@@H]1C(=O)N1CCc2ccccc21	u	-1%	2	-15%	2%	21%	i
55	O=C(O)c1cc(C[C@H]2CNCC[C@H]2CC(=O)N2CCCCC2)no1	-13%[88.5 µM]	-1%[174 µM]	6	0%[172 µM]	-4%[87.6 µM]	-4%[87.6 µM]	0%[172 µM]

Further entries follow:
#	Structure	GPT2 inhibitor	3T3 cytotox	IP6K1 inh	FLuc inh	HEK293 viab	SNCA expr inhib	HEK293 tox
57	O=C(c1ccccc1)N1CCC(N2CCCNC2=O)CC1	2%&2%[88.5 µM]	4%&-12%[138 µM]	-2&23	-1%&9%[172 µM]	5%&-3%[87.6 µM]	0%&-2%[87.6 µM]	-8%[172 µM]
58	COc1ccc(C(=O)Nc2nnc(S(=O)(=O)N(CC(C)C)c3ccc(C)cc3)s2)cc1OC	x	x	1	x	2%	-1%	x
59	Cc1ccc(CN2CCCC(c3nc(C(C)C)no3)CCNC(=O)CC2)s1 (stereo not drawn)	i	u	30	1%	-4%	-18%	u
60	CC1(C(=O)N2CCN(c3ccccn3)CC2)CCOCC1	-9%[88.5 µM]	i	-15	x	3%[87.6 µM]	-17%[87.6 µM]	i
61	O=C(C1CCCCC1)N1CC[C@H](c2nnc(-c3ccncc3)o2)C1	i	-13%[138 µM]	1	-6%[172 µM]	-8%[87.6 µM]	-15%[87.6 µM]	-5%[172 µM]
62	CC(C)CC(=O)NCC(=O)N1CCCCCCNC(=O)CC1c1ccccc1 (stereo not drawn)	i	i	-2	3%	5%	28%	i
63	COc1cc(OC)c(Nc2cc(C)nc3ncnn23)cc1Cl	x	x	-3	x	u	15%	x

Screens (PubChem BioAssay)
